From PubChem BioAssay
RECQ1 helicase – RECQ1 (human) helicase inhibition; Potency, µM (highest dose often 57.3 µM), inactives show at the top dose activity, negative = inhibition, hits mostly inhibitors; P46063; RECQ1 DNA unwinding, red fluorescence kinetic read; AID 2549; 0.54% of 240,000 active;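 also: plate controls were vehicle for no effect and no enzyme for full effect; nearly all actives have a fitted effect of over 30% in size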
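RECQ1T1 50 nM; forked duplex (20 bp + 30-nt ss tails) 200 nM, ATP 2 mM final; pH 8.0, 2 mM MgCl2, 2.5 ug/ml poly(dI-dC); 15 min compound preincubation; discontinuous kinetic read over 2 h at RT.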
GoLoco inh red – RGS12 GoLoco-Gai1 interaction inhibition; Potency, µM (titrated, usually from 61.6 µM), without a hit: at the highest dose activity, negative = inhibition, actives largely listed as inhibitors; 0.44% of 230,000 active; Gai1:RGS12 GoLoco peptide FP, rhodamine, 10 min; AID 880; active = well fitted inhibition curve with a large enough effect, not every such curve was filed as active; inactive = no such curve, though single readings can be large or run the other way; also: % is scaled to controls: 0 for no effect and ±100 for the full control effect; nearly all actives have a fitted effect of over 30% in size; many of its hits are not listed in these tables
Target sequence (P63096 whole entry, looked up): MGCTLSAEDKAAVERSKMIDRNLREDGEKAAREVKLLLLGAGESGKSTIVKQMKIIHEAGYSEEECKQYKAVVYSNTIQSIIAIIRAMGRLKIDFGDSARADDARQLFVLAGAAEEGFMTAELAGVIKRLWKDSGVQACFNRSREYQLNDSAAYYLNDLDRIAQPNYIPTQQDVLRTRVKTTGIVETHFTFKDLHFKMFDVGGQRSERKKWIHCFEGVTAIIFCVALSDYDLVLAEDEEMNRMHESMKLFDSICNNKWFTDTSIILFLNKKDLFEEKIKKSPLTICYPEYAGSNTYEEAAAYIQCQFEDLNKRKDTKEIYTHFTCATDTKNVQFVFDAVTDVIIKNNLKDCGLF
KDM4E inh – JMJD2E (human) inhibition. B2RXH2. JMJD2E catalytic domain, FDH-coupled NADH fluorescence (FDH is formaldehyde dehydrogenase). Potency, µM (top dose mostly 57.1 µM), for the others: top-dose activity change, negative = inhibition, hits mostly inhibitors. 1.6% of 230,000 active. AID 2147; active = well fitted inhibition curve with a large enough effect, not every such curve was filed as active; inconclusive = small, poorly fitted or top-dose-only effect, or another doubt; inactive = no such curve, though single readings can be large or run the other way;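 also: 0% = wells with enzyme and -100% = buffer wells without enzyme; nearly all actives have a fitted effect of over 50% in size; many of its hits are not listed in these tables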
Target sequence (B2RXH2 1-337 limits assumed): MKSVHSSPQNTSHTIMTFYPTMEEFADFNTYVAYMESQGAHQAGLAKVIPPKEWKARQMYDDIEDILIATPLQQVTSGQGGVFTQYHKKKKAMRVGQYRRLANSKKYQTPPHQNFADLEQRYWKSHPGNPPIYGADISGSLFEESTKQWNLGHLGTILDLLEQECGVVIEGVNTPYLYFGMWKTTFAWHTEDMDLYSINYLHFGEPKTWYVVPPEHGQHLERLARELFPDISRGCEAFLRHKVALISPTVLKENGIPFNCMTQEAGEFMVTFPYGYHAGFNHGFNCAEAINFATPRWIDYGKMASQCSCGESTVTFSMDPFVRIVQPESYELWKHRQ
NPSR antag – antagonists of human neuropeptide S receptor cAMP signaling | CHO-NPSR cells, cAMP TR-FRET, antagonist mode | Q6W5P4 | Potency, µM (highest dose often 38.3 µM), without a hit: top-dose activity change, negative = inhibition, usual class: inhibitors | 1% of 220,000 active | AID 1461; also: % is scaled to controls: 0 for no effect and ±100 for the full control effect; nearly all actives have a fitted effect of over 50% in size; many of its hits are not listed in these tables
Target sequence (Q6W5P4 whole entry, looked up): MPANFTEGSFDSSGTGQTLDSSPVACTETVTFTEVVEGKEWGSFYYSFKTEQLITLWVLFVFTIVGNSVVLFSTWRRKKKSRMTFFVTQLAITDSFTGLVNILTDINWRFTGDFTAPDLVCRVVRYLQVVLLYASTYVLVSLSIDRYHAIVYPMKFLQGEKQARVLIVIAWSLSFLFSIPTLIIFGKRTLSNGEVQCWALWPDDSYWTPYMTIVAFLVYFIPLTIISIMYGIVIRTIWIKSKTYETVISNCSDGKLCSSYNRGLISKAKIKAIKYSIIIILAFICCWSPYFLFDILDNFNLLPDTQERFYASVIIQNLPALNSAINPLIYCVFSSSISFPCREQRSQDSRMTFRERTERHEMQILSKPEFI
Epigenetic reg – derepresses silenced GFP reporter in murine cells. murine LDR cells, GFP reporter derepression, 30 h. 0.2% of 280,000 active. Potency, µM (series often up to 53.9 µM), for inactives: at the highest dose GFP activation, usual class: activators; also: % of control where 0% means no effect; nearly all actives have a fitted effect of over 60% in size
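GFP-positive cell count by laser-scanning cytometry (objects 20–120 um) after 30 h, 37 C compound exposure of murine LDR cells; reporter is CMV-GFP integrated at a silenced locus, inducible by HDAC or DNMT inhibitors.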
SMN2 splice enh – SMN2 splice variant enhancement; HEK293 SMN2-luciferase splicing reporter, luminescence, 30-36 h; 2.8% of 210,000 active; Potency, µM (top dose mostly 46.1 µM), for inactives: at the top dose activity change, positive = activation, usual class: activators; also: % of control where 0% means no effect; nearly all actives have a fitted effect of over 55% in size
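HEK293 cells carry an SMN2 minigene-luciferase reporter in which exon 7 inclusion puts luciferase in frame. Cells were seeded at 2000 cells/well, attached for 10-12 hours, then exposed to compounds for 30-36 hours at 37C before ONE-Glo luminescence.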
IMPase Li inh – cell-permeable IMPase inhibitors with lithium potentiation; Potency, µM (top dose mostly 59.4 µM), without a hit: at the top dose activity, negative = IMPase inhibition, usual class: inhibitors; AID 1457; CHO-M1 cells, IP1 TR-FRET (IP-One), carbachol + lithium; 0.35% of 210,000 active;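 also: IP1 builds up when IMPase is blocked and the TR-FRET signal falls; plate controls were basal vehicle for no effect and high inhibitor control for full effect; nearly all actives have a fitted effect of over 50% in size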
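CHO-M1, 2000 cells/well, 16–30 h culture; cpd + low Li+, 30 min 37C; lysis with d2-IP1/Eu-anti-IP1 Ab, 10 min RT; TR-FRET 665/620 ratio and 620 channel; AC50 via Hill.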
KinaseGlo FLuc – blocks Kinase-Glo luciferase, a counter-screen artifact. Q27757. AID 1379. 0.28% of 200,000 active. Kinase-Glo luciferase, ATP luminescence, 8 min. Potency, µM (series often up to 38.3 µM), inactives show top-dose activity change, negative = inhibition, hits mostly inhibitors; also: % is scaled to controls: 0 for no effect and ±100 for the full control effect; nearly all actives have a fitted effect of over 60% in size
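Compound is pinned into ATP-containing buffer (10 uM ATP, imidazole pH 7.2, 7 mM MgCl2). Kinase-Glo luciferase reagent is then added. Light output is recorded following an 8-min room-temperature incubation.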
Active calls of the source: *; i = inactive; ? = inconclusive; . = not tested or not shown; [ ] = dose if it differs, or a comment. Unless noted, calls follow the shape of the dose curve; as a rule, active = well fitted curve in the direction sought with a large enough effect; inconclusive = small, poorly fitted or top-dose-only effect, or another doubt; inactive = no such curve, though single readings can be large; an effect the other way counts as inactive or inconclusive. Potency is read from the fitted curve at half-maximal effect. These rows are one share of the data; rates above refer to the full screens.

# | SMILES | RECQ1 helicase | GoLoco inh red | KDM4E inh | NPSR antag | Epigenetic reg | SMN2 splice enh | IMPase Li inh | KinaseGlo FLuc
1 | Cc1nc(S/C(=C/c2ccc(OCc3ccc(C(=O)O)cc3)cc2)C(=O)O)n[nH]1 | -8% | -3% | ? | -1% | -0.2% | -31% | 9% | 1%
2 | COc1c([N+](=O)[O-])c(=O)n(-c2ccccc2)c2ccccc12 | 3% | 0% | -8% | 47% | 1.0% | -12% | 7% | -8%
3 | COc1ccc(-c2csc(NC(=O)c3nc(-c4ccccc4)oc3C)n2)cc1 | -9% | 39%[activator] | ? | -10%[46.1 µM] | 3.5% | -36% | -11%[38.3 µM] | -2%
4 | Cc1ccccc1CNC(=O)CC1C(=O)NCCN1CC1CCCCC1 (stereo not given) | 2% | -54% | -12% | -3% | -2.5% | . | 1% | -7%
5 | CC1CN(c2nc(-c3ccccc3)nc3ccccc23)CC(C)O1 (stereo not given) | -1% | 2% | -10% | -16%[46.1 µM] | -1.1% | 23% | 24%[38.3 µM] | 2%
6 | O=C(c1cc(C(F)(F)F)cc(C(F)(F)F)c1)N1CCC2(CCCN(c3ccccc3)C2)CC1 | -11% | 31%[activator] | . | . | . | -15% | 13% | 0%
7 | CCCC(=O)Nc1ccc(C(=O)NNC(=O)c2cccc([N+](=O)[O-])c2)cc1 | 18% | 52%[activator] | -1% | -21% | 1.1% | . | 2% | 2%
8 | O=C(NCCN1CCOCC1)c1ccc2c(c1)N(Cc1ccc(Cl)cc1)CCS2 | -3% | -8% | ? | -40% | -0.1% | . | . | .
9 | Cc1cccc(C)c1-n1nnnc1C(C)(C)N1CCN(N=O)CC1 | -5% | 4% | 4% | -8%[7.67 µM] | 1.4% | . | . | .
10 | CC(c1ccccc1)N1C(=O)c2ccc(C(=O)NCc3ccco3)cc2C1=O (stereo not given) | 0% | -1% | -14% | -13% | -1.0% | -13% | 8% | 2%
11 | C#CCNC(=O)C1=C[C@@H](c2ccccc2)C[C@@H](OCc2ccc(CO)cc2)O1 | -3% | 5% | -14% | 4% | -0.7% | . | -10% | .
12 | CCc1cc(=O)oc2cc(OCC(=O)N(CC)CC)c(Cl)cc12 | -4% | 1% | ? | -11%[46.1 µM] | -0.3% | -34%[inhibitor] | -12%[38.3 µM] | 2%
13 | c1ccc(-n2cnnc2SCc2cn3cccnc3n2)cc1 | i | -12% | ? | 1%[46.1 µM] | 0.9% | 5% | -17%[38.3 µM] | -2%
14 | Nc1ccccc1[N+](=O)[O-] | -13% | -52% | . | . | . | -11% | 11% | .
15 | Cc1cc(C)c(N(C(=O)Cn2nnc3ccccc32)C(C(=O)NC(C)(C)C)c2ccsc2)c(C)c1 (stereo not given) | 0% | -3% | 4% | ? | -2.2% | 7% | 6% | 3%
16 | O=C(O)c1cc(S(=O)(=O)N2CCCCC2)sc1Cl | 13% | 11% | -4% | 9% | 1.9% | -11% | -5% | -6%
17 | O=C1/C(=C/c2ccncc2)SC(=S)N1Nc1ccccc1 | -11% | 277%[activator] | ? | 6%[7.67 µM] | -2.4% | . | . | .
18 | O=C(O)c1ccc2cccnc2c1O | -1% | 4% | -3% | -19% | 1.1% | . | . | .
19 | CC(C)NC(=O)Cn1c(SCC(=O)c2ccc(F)cc2)nc2ccccc21 | 1% | 6% | 5% | 0%[46.1 µM] | -1.2% | -1% | 8% | 6%
20 | O=S(=O)(c1cccs1)N1CCC(CO)(Cc2ccc(Cl)cc2)CC1 | -25% | 6% | -4% | 28% | -0.7% | . | 6% | 0%
21 | Oc1c(C(c2ccc(F)cc2)N2CCc3ccccc3C2)sc2ncnn12 (stereo not given) | -3% | 6% | ? | -2%[46.1 µM] | -1.0% | 6% | 3% | -1%
22 | CCOc1ccc(CCNC(=O)C2CCN(S(=O)(=O)CC)CC2)cc1OCC | -18% | -7% | 4% | -10%[46.1 µM] | -1.1% | -5% | 0%[38.3 µM] | -2%
23 | CC1Cc2ccccc2N1C(=O)CSc1nn2c(=O)c(C(C)(C)C)nnc2s1 (stereo not given) | i | 10% | -3% | -39% | -5.3% | -16% | -3% | 2%
24 | Cc1cc(=O)n2c3ccccc3n(CC(O)CN3CCOCC3)c2c1C#N (stereo not given) | i | 7% | ? | -19% | -1.9%[10.1 µM] | -8% | 6% | -2%
25 | Cc1[nH]c2ccccc2c1/C=N/NC(=O)Cc1cccs1 | -2% | 1% | -2% | -9% | 1.1% | -9% | 11% | 2%
26 | FC(F)(F)c1nc2ccccc2c2nc3ccccc3n12 | -3% | -2% | ? | 13% | -1.4% | 10% | -8% | -2%
27 | Cc1ccc(-n2nc(-c3ccco3)cc2C(=O)O)cc1 | 20µM* | -9% | ? | 3% | 2.1% | . | . | .
28 | N/N=C(\c1ccccc1)C12CN3CN(CN(C3)C1)C2 | -3% | 6% | 1% | 16% | 0.9% | 13% | 16% | -1%
29 | Cc1cc2cc(C(c3nnnn3Cc3ccco3)N3CCc4ccccc4C3)c(=O)[nH]c2cc1C (stereo not given) | i | 10% | ? | -18%[46.1 µM] | 0.0% | 17% | 25%[38.3 µM] | -1%
30 | CCOC(=O)C1(Cc2cccc(OC)c2)CCN(Cc2cccc(OC)c2OC)CC1 | i | -1% | -1% | 26% | 0.0% | . | 11% | .
31 | O=c1[nH][nH]c(C(F)(F)F)c1C=Nc1ccccc1Cl | -10% | 1% | -3% | 1%[46.1 µM] | 0.0% | -9% | -1%[38.3 µM] | 2%
32 | O=S(=O)(Nc1ccc(Cc2ccncc2)cc1)c1ccc(Br)cc1 | -1% | -2% | -2% | ? | -0.9% | -33%[inhibitor] | -3%[38.3 µM] | -1%
33 | COc1cc2c(cc1OC)CN(S(=O)(=O)c1cccs1)CC2 | 7% | 5% | -5% | 2% | 0.0% | -4% | 0% | -3%
34 | CCCC(=O)Nc1c(C(=O)OCC)oc2ccccc12 | i | -2% | -4% | -7% | 8.4% | 0% | -1% | 0%
35 | CC(=O)Nc1ccccc1NC(=O)C/C(C)=N/NC(=O)c1ccccn1 | i | 6% | 3% | 14% | -0.9% | 1% | 2% | 0%
36 | Clc1ccc(-c2ccnc(Oc3ccc4ccccc4c3)n2)cc1 | -17% | -10% | 5% | -1%[46.1 µM] | 1.5% | 8% | 3%[38.3 µM] | 3%
37 | CCOC(=O)/C=C/C(=O)OCC(=O)Nc1ccc([N+](=O)[O-])cc1 | -23% | -19% | -7% | 25% | 1.1% | . | . | .
38 | Cn1c(N)c(C(=O)COC(=O)COc2ccc3ccccc3c2)c(=O)n(C)c1=O | i | 3% | -1% | -5% | 1.5% | 18% | -4% | -4%
39 | O=C(NCc1cccs1)C(=O)NCC1OCCCN1S(=O)(=O)c1cccs1 (stereo not given) | i | 5% | 4% | 4% | -1.4% | -2% | 1% | -3%
40 | Cc1ccc(OCC(=O)Nc2cccc(S(=O)(=O)N3CCCCC3)c2)c([N+](=O)[O-])n1 | -2% | -4% | -4% | 15% | 2.0% | -16% | 16% | -2%
41 | Fc1ccccc1-c1csc(=Nc2cccnc2)n1CC1CCCO1 (stereo not given) | 12% | 86%[activator] | -1% | 1% | 1.6% | -77%[inhibitor] | 2% | -2%
42 | COc1ccc(S(=O)(=O)N/N=C\c2ccc3c(c2)OCO3)cc1 | -3% | 9% | -8% | -2%[46.1 µM] | -0.9% | -13% | 2%[38.3 µM] | -3%
43 | CCN(CC)CCCNC(=O)CC1Oc2ccc(C)cc2NC1=O (stereo not given) | -5% | 2% | 10% | 6%[46.1 µM] | -1.3% | -14% | 15%[38.3 µM] | -3%
44 | CC(C(=O)NCc1ccc2c(c1)OCO2)c1ccc([N+](=O)[O-])cc1 (stereo not given) | -3% | 7% | -6% | 2% | -4.0% | -13% | 16% | -1%
45 | CC(C)(C)OC(=O)N[C@@H](Cc1ccccc1)[C@H](O)c1ccco1 | -10% | -8% | 10% | 8% | 0.0% | . | . | .
46 | CCOc1ccccc1C1C(C(=O)Nc2ccccc2OC)=C(C)Nc2nc(CCCO)nn21 (stereo not given) | -3% | 2% | ? | 0%[46.1 µM] | 0.1% | 11% | -7%[38.3 µM] | -2%
47 | O=C(COc1ccc(S(=O)(=O)NC2CCCC2)cc1)NCC1CCCO1 (stereo not given) | i | 6% | -7% | 3% | 2.8% | 4% | 7% | 0%
48 | O=C(c1ccc2c(c1)OCO2)C1CCCN(C(=O)c2cnn(Cc3ccccc3)c2)C1 (stereo not given) | -12% | 13% | -18% | 1% | 8.8% | . | 5% | 0%
49 | C[N+](C)(C)CC=O | 0% | -7% | -2% | 8%[46.1 µM] | -1.2% | 8% | -5% | -2%
50 | Cn1cccc1Cc1nnc(SCC(=O)NCc2ccc(F)cc2)n1-c1ccc(F)cc1 | 0% | -1% | -5% | -16%[46.1 µM] | 0.0% | -18% | 8%[38.3 µM] | 3%

In another format: results already given.
Fields: RECQ1 helicase	GoLoco inh red	KDM4E inh	NPSR antag	Epigenetic reg	SMN2 splice enh	IMPase Li inh	KinaseGlo FLuc
35	CC(=O)Nc1ccccc1NC(=O)C/C(C)=N/NC(=O)c1ccccn1
  i	6%	3%	14%	-0.9%	1%	2%	0%
28	N/N=C(\c1ccccc1)C12CN3CN(CN(C3)C1)C2
  -3%	6%	1%	16%	0.9%	13%	16%	-1%
4	Cc1ccccc1CNC(=O)CC1C(=O)NCCN1CC1CCCCC1 (stereo not given)
  2%	-54%	-12%	-3%	-2.5%	.	1%	-7%
50	Cn1cccc1Cc1nnc(SCC(=O)NCc2ccc(F)cc2)n1-c1ccc(F)cc1
  0%	-1%	-5%	-16%[46.1 µM]	0.0%	-18%	8%[38.3 µM]	3%
17	O=C1/C(=C/c2ccncc2)SC(=S)N1Nc1ccccc1
  -11%	277%[activator]	?	6%[7.67 µM]	-2.4%	.	.	.
23	CC1Cc2ccccc2N1C(=O)CSc1nn2c(=O)c(C(C)(C)C)nnc2s1 (stereo not given)
  i	10%	-3%	-39%	-5.3%	-16%	-3%	2%
